Screening results as filed in PubChem.
TSHR antag – antagonists of human thyroid stimulating hormone receptor; P16473; TSHR-expressing cells, TSH-stimulated cAMP HTRF, 2 h; hits give low values; AID 504810; activity change, negative = inhibition, % at 11.5 µM; 330,000 tested, 0.2% active;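 active = activity change below a set negative limit, meaning inhibition stronger than a set level, cut at about -70% in these data; inconclusive = activity change between two set negative limits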; note: % is set by controls: 0 for no effect and ±100 for the full control effect
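Read-out is FRET at 665 nm (cryptate excitation 337 nm) from a cryptate-tagged anti-cAMP antibody, competed by cell cAMP against cAMP-d2. Compounds are tested on freshly harvested TSHR cells challenged with 4nM TSH (EC80) for 2 hours at 37 deg C.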
CXXC DNA block – MLL CXXC-DNA interaction inhibition; MLL-CXXC / FITC-HOXA9 DNA fluorescence polarization; Potency, µM (titrated, usually from 115 µM), without a hit: top-dose activity change, negative = inhibition, most hits filed as inhibitors; Q03164; 290,000 tested, 0.037% active; active = well fitted inhibition curve with a large enough effect in the polarisation, with a control signal flat, not every such curve was filed as active; inconclusive = small, poorly fitted or top-dose-only effect, or effect the other way, or a change in a side signal; inactive = no such curve, though single readings can be large or run the other way; the % refers to the polarisation; note: potency is the fitted concentration of half-maximal effect
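Fluorescence polarization: 7 uM MLL-CXXC (stock) preincubated 5 min with compounds, then 50 nM fluorescein-HOX-A9 DNA (stock) added; 30 min ambient. Buffer 50 mM Tris-HCl pH 7.5, 50 mM NaCl, 1 mM DTT, 0.05% BSA.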
Giardia killer – kills Giardia lamblia; Giardia lamblia trophozoite viability; activity change, % at 7.66 µM, hits read low; 340,000 tested, 0.15% active; in the data active = activity change below about -80%; inconclusive = between about -30% and that limit;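 note: parasites exposed to compound for two days anaerobically before the ATP read; % is set by controls: 0 for no effect and ±100 for the full control effect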
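Each well holds 100 Giardia trophozoites and compound. After two days (48 hrs) at 37 deg C in anaerobic conditions, ATP is quantified by luminescence.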
hERG WT inh – blocks the wildtype human KCNH2 potassium channel | Q12809 | U2OS, BacMam KCNH2, thallium flux FluxOr; hits give low values | activity change, % at 1.84 µM | 340,000 tested, 0.37% active;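 active = maximum activity change below -70%; inconclusive = maximum activity change between -70% and -50%; inactive = maximum activity change above -50%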; note: % is set by controls: 0 for no effect and ±100 for the full control effect
Target sequence (Q12809 whole entry, looked up): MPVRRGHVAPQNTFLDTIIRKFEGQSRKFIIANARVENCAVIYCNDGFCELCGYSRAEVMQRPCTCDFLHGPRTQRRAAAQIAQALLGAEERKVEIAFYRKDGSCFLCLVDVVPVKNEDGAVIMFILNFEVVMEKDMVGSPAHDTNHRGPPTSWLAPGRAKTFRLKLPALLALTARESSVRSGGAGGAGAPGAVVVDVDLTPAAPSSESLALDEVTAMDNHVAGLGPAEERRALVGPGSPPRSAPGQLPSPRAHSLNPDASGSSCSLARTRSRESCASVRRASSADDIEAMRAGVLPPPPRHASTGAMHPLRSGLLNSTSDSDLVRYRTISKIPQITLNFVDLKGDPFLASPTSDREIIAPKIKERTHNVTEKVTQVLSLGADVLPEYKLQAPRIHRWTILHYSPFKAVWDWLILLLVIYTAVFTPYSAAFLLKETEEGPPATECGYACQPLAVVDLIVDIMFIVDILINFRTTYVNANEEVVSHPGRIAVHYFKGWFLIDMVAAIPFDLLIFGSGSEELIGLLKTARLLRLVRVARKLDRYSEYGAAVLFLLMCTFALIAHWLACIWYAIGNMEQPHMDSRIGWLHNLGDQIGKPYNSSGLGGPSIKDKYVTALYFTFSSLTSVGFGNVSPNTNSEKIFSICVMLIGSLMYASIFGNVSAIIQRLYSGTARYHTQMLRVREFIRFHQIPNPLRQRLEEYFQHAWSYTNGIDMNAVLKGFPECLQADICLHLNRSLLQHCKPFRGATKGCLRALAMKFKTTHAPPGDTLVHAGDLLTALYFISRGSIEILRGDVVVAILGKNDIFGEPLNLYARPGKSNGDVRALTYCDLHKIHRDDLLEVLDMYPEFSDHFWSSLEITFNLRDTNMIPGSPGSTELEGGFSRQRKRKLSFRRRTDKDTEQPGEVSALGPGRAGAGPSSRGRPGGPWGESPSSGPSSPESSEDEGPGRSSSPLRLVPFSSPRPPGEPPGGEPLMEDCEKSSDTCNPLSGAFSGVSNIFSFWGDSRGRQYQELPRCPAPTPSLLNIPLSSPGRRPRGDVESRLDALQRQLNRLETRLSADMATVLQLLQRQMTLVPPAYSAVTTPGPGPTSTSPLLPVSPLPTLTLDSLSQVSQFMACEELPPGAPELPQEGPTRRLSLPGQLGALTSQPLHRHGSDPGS
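U2OS cells transduced with wild-type KCNH2 virus are loaded with FluxOr dye for 45 min, and thallium flux is measured in kinetic reads before and after stimulation buffer. Rate constants are normalized to DMSO controls.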
TCR activator – T cell receptor activation; 330,000 tested, under 10 active; primary human leukocytes, anti-CD3, IL-2 HTRF, 48 h; AID 504894; Potency, µM (doses to about 9.22 µM), inactives show top-dose activation of IL-2 secretion, most hits filed as activators; note: % of control where 0% means no effect
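IL-2 release read by HTRF sandwich (Eu cryptate donor, d2 acceptor, 665 nm emission) after 48 hr exposure of primary human leukocytes to compound together with anti-CD3 beads in the absence of co-stimulatory signals.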
Tb PFK inh – inhibitors of T. brucei phosphofructokinase; 330,000 tested, 0.17% active; T. brucei PFK, ADP-Glo luminescence; Potency, µM (series often up to 57.5 µM), without a hit: top-dose activity, negative = inhibition, hits mostly inhibitors; O15648;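 note: potency is the fitted concentration of half-maximal effect; 0% = uninhibited 1x PFK enzyme wells and -100% = no-enzyme wells; nearly all actives have a fitted effect of over 60% in size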
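Compounds were pin-transferred as a titration series up to 57 uM into substrate buffer (0.5 mM F6P, 0.1 mM ATP, pH 8.0), then 1.25 nM PFK was added and reactions ran 45 min before ADP-Glo detection.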
Coupling enz – counter-screen for Giardia aldolase inhibitors: coupling enzyme system; activity change, negative = inhibition, % at 58.2 µM, hits read low; 290,000 tested, 0.67% active; coupling enzyme system counterscreen, AmpLite Red fluorescence; in the data active = activity change below about -30%; note: % is set by controls: 0 for no effect and ±100 for the full control effect
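Coupling enzymes only (glyceraldehyde-3-phosphate) + compound, at 57.5 uM final, 10 min RT; add substrate/coupling/AmpLite Red mix, 20 min RT; fluorescence ex 525/em 598 nm. Actives flag coupling-system interference.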
AT treatment – candidate therapy for ataxia-telangiectasia. […] A-T fibroblasts, KAP-1 phosphorylation AlphaLISA; neocarzinostatin DNA damage 30 min before lysis. Potency, µM (highest dose often 57.5 µM), for the others: at the top dose activation, usual class: activators. 320,000 tested, 0.19% active. AID 485349; note: potency is the fitted concentration of half-maximal effect; % of control where 0% means no effect; nearly all actives have a fitted effect of over 45% in size
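hTERT-immortalized A-T patient fibroblasts ([…]), 500 cells/well in OPTI-MEM, 1% FBS, got compounds for 60 min, then NCS for 30 min at 37C. Lysates were then assayed for phospho-KAP-1 by AlphaLISA (anti-pKAP1 donor, anti-KAP1 acceptor beads), 6 hr at 25C.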
GALK inhibitor – inhibitors of human galactokinase; 270,000 tested, 0.007% active; Purified GALK, Kinase-Glo residual ATP luminescence; Potency, µM (top dose mostly 57.5 µM), without a hit: at the highest dose activity change, negative = inhibition, actives largely listed as inhibitors; note: potency is the fitted concentration of half-maximal effect; % is set by controls: 0 for no effect and ±100 for the full control effect
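The enzyme phosphorylates galactose (100 uM) using ATP (35 uM); inhibition is detected as higher residual ATP, quantified by bioluminescence after 1 h reaction at room temperature, pH 8.0.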
BCR signal inh – chronic active BCR signaling inhibition. 340,000 tested, 0.05% active. Potency, µM (titrated, usually from 46.1 µM), for the others: at the highest dose ratio change, negative = lower green/red ratio, most hits filed as inhibitors. ABC-DLBCL IkBa-CBG/CBR reporter, luminescence ratio, 4 h; active = well fitted inhibition curve with a large enough effect in the signal ratio, with a control signal flat, not every such curve was filed as active; inconclusive = small, poorly fitted or top-dose-only effect, or effect the other way, or a change in a side signal; the % refers to the signal ratio;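 note: potency is the fitted concentration of half-maximal effect; plate controls were basal doxycycline-induced cells for no effect and cells given 10 µM MG132 for full effect; MG132 reads +100%, hits lower the ratio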
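TMD8 ABC-DLBCL cells carrying doxycycline-inducible green luciferase fused to IkappaBalpha plus unfused red luciferase were exposed to compounds (up to 46 uM) for 4 hrs at 37C. Activity came from the overlap-corrected green/red luminescence ratio.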
Active calls of the source: *; u = inconclusive; x = not tested or not shown; [ ] = another dose, or the depositor's remark. Unless noted, calls come from the whole dose curve; as a rule, active = well fitted curve in the direction sought with a large enough effect; inconclusive = small, poorly fitted or top-dose-only effect, or another doubt; inactive = no such curve, though single readings can be large; an effect the other way counts as inactive or inconclusive.

SMILES,TSHR antag,CXXC DNA block,Giardia killer,hERG WT inh,TCR activator,Tb PFK inh,Coupling enz,AT treatment,GALK inhibitor,BCR signal inh
O=C(Cn1cc2c(n1)CCCC2)N1CCCc2ccccc21,2.1,-9.3%,39.5[activator],2.6,-3.0%,-4.3%,-2.6,-4.2%,-3.1%,5.4%
CC(C)CCNC(=O)C1C2C=CC3(CN(Cc4ccccc4Cl)C(=O)C13)O2 (stereo not drawn),-3.9,6.1%,-12.6,-0.8,5.0%,0.9%,1.2,11.3%,0.0%,7.2%
COC(CN1C(=O)C(=O)/C(=C(/O)c2ccccc2)C1c1ccccn1)OC (stereo not drawn),4.7,-1.8%,0.3,x,-4.7%,2.9%,0.7,6.8%,0.7%,u
CCCCn1c(SCC(=O)c2ccc(O)c(O)c2)nc2ccsc2c1=O,-6.5,-0.7%,-10.5,5.4,-10.9%[46.1 µM],-2.1%,-1.8,-3.8%,-0.2%,-2.0%
CC(=O)N1CCOc2ccc(S(=O)(=O)N3CCC(C(=O)Nc4ccc(F)cc4)CC3)cc21,-8.2,1.8%,-12.0,-2.2,-2.0%,-2.6%,x,9.2%,-3.5%,4.0%
OCCCNC(=S)Nc1ccc(Br)cc1Cl,23.3,-10.1%,2.6,2.8,-0.5%,1.8%,3.9,3.2%,-1.7%,4.2%
N/C(=N\OC(=O)c1cnn(-c2ccccc2)c1C(F)(F)F)c1cc(C(F)(F)F)cc(C(F)(F)F)c1,1.1,5.3%,0.3,-3.3,6.4%,0.1%,-8.5,5.6%,-0.3%,u
CCOc1ccc(S(=O)(=O)N2CCC(C(=O)OC(C)C(=O)N3CCOCC3)CC2)cc1 (stereo not drawn),5.8,x,7.9,-9.6,1.0%,15.6%,x,6.4%,x,4.6%

Filtered by structure, those above containing fluorine.
SMILES,TSHR antag,CXXC DNA block,Giardia killer,hERG WT inh,TCR activator,Tb PFK inh,Coupling enz,AT treatment,GALK inhibitor,BCR signal inh
CC(=O)N1CCOc2ccc(S(=O)(=O)N3CCC(C(=O)Nc4ccc(F)cc4)CC3)cc21,-8.2,1.8%,-12.0,-2.2,-2.0%,-2.6%,x,9.2%,-3.5%,4.0%
N/C(=N\OC(=O)c1cnn(-c2ccccc2)c1C(F)(F)F)c1cc(C(F)(F)F)cc(C(F)(F)F)c1,1.1,5.3%,0.3,-3.3,6.4%,0.1%,-8.5,5.6%,-0.3%,u

Continued:
SMILES,TSHR antag,CXXC DNA block,Giardia killer,hERG WT inh,TCR activator,Tb PFK inh,Coupling enz,AT treatment,GALK inhibitor,BCR signal inh
Cc1ccc(NC(=O)CS(=O)(=O)c2c[nH]c3ccccc23)c(C)c1,8.1,11.3%,3.9,2.1,0.7%,-0.1%,1.1,8.1%,-1.8%,u
COc1ccc(CCNC(=O)CCn2c(SCC(=O)N3CCCC3)nc3ccccc3c2=O)cc1OC,33.5,-6.9%,-11.1,5.4,-2.0%,-20.8%,12.5,14.1%,0.0%,-0.6%
COc1ccc(NC(=O)C(C)N2C(=O)c3ccccc3C2=O)cc1S(=O)(=O)N1CCOCC1 (stereo not drawn),1.3,8.2%,-17.4,9.2,-0.8%,-5.7%,2.6,-3.6%,-0.9%,-1.3%
CC(NC(=O)COc1ccc(Br)cc1)C(=O)O (stereo not drawn),x,-1.2%,-10.7,-3.2,-0.6%,14.0%,6.6,14.9%,-0.4%,2.9%
Cc1ccc(NC(=O)CNC(=O)c2ccccc2F)cc1Cl,4.2,u,-10.1,13.8,x,-1.3%,4.7,-3.7%,1.7%,15.4%
C/C(=C\c1ccccc1)CN1CCN(C(C)C)C(CCO)C1 (stereo not drawn),33.3,1.7%,2.6,36.8,-0.3%,0.1%,0.2,2.4%,-3.0%,-5.0%
Cc1nc2ccccn2c1C(=O)NNC(=O)Nc1cccc(C(F)(F)F)c1,38.9,-3.6%,0.3,14.0,0.1%,-24.5%,-4.4,13.3%,5.5%,1.7%
COc1cccc(CNC(=O)c2cc(C)nc3ccccc23)c1,-6.8,6.7%,15.2,-7.6,3.3%,0.5%,-1.5,-4.9%,0.1%,1.5%
Cc1occc1-c1nnc(SCC(=O)N2CCCCC2)n1C,5.7,x,-11.8,0.9,-6.6%,3.0%,x,6.1%,x,2.0%
Cc1cc(C)c2c(=O)n(CC(=O)Nc3ccc(Cl)cc3)sc2n1,-2.9,3.2%,11.3,-1.5,-2.0%,8.49µM*,5.8,-8.0%,5.4%,u
Cn1c(O)c(C(C#N)=C2N=c3ccccc3=N2)c2ccccc21,-13.0,5.8%,9.9,-27.4,3.2%,-1.4%,x,-1.0%,0.2%,-19.4%
Cc1ccc(S(=O)(=O)NCCC(=O)OCC(=O)Nc2cccc(S(=O)(=O)NC3=NCCCCC3)c2)cc1,16.8,-1.6%,-5.2,32.9,0.4%,0.0%,3.4,4.6%,-1.4%,u
C=C1[C@@H](OC(C)=O)CC[C@]2(C)[C@@H]1C[C@@H]1C[C@H](OC(C)=O)C(C)=C([C@@H](OC(C)=O)[C@@H]2OC(C)=O)C1(C)C,-0.9,-1.9%,1.9,4.9,11.7%,-3.1%,-0.4,-22.6%,-0.8%,3.3%
COCCn1c(=NC(=O)c2ccc(S(=O)(=O)N3CCCc4ccccc43)cc2)sc2cc(S(C)(=O)=O)ccc21,0.0,-0.9%,12.6,2.7,0.3%[46.1 µM],-0.9%,1.2,-3.3%,1.0%,-0.6%
CN1CCN(Cc2nc3ccccc3c(=O)n2Cc2nc(-c3ccccc3F)cs2)CC1,5.5,-4.6%,-3.7,4.7,-1.3%[46.1 µM],-6.4%,-3.9,-0.8%,0.7%,-16.7%
Cn1nc([N+](=O)[O-])nc1Oc1ccc2ccccc2c1,7.5,14.2%,-13.8,0.3,-0.8%,-3.6%,3.2,1.3%,0.3%,u
Cc1cc(C)c(S(=O)(=O)NCc2cccnc2)cc1C,1.8,-1.5%,5.6,-1.9,-6.6%,3.2%,0.8,1.9%,5.0%,-2.4%
Cn1cnnc1SCC(=O)Nc1cc(S(=O)(=O)N2CCCCCC2)ccc1Cl,61.0,17.7%,-29.1,2.1,-6.9%[46.1 µM],1.2%,0.1,6.3%,1.4%,-0.2%
CCOc1ccc(CCNC(=O)c2ccc(CS(=O)Cc3ccc(Cl)cc3)o2)cc1 (stereo not drawn),2.8,32.2%[activator],0.6,0.4,-3.8%,-0.5%,x,7.9%,-7.8%,3.8%
CCCSCCCNC(=O)c1ccc(NC(=O)C2=CSCCO2)cc1,-7.9,3.5%,-1.0,2.9,-5.6%,0.8%,x,6.5%,-5.3%,0.5%
O=C(O)c1cc2ccccc2c2cc(Br)ccc12,-9.6,4.3%,5.7,-0.5,-12.9%,6.9%,13.6,0.6%,6.6%,5.7%
O=C(OC1CCOC1=O)C1CCN(S(=O)(=O)c2ccccc2)CC1 (stereo not drawn),10.7,x,-3.8,-5.7,-0.5%,-0.5%,x,3.6%,x,2.0%
COc1ccc(CC(=O)NCC(=O)N=Nc2c(O)[nH]c3ccccc23)cc1,12.0,2.9%,4.1,-4.6,0.4%,5.7%,3.3,-2.0%,-1.8%,5.0%
CC(C)[C@H](NC(=O)c1ccco1)C(=O)NCc1ccccc1,10.5,-5.1%,u,4.4,-5.5%,-3.7%,-0.4,0.5%,1.1%,2.5%
Cc1cc(Cl)c(C)c(S(=O)(=O)N2CCN(CC(=O)N3CCOCC3)CC2)c1Cl,-3.7,x,-3.6,0.1,-0.5%,0.1%,x,8.0%,x,-11.4%
NC(=O)N/N=C(/CCCCCC/C(=N\NC(N)=O)c1ccccc1)c1ccccc1,7.0,-11.4%,1.2,0.6,-2.7%,0.0%,-4.3,25.2%,-1.8%,u
COc1ccc(NC(=O)CN(C)C(=O)CNC(=O)c2cccs2)cc1,-6.6,-4.4%,-18.4,-16.8,0.6%,-2.4%,3.5,-3.3%,4.8%,0.6%
CN(Cc1ccccc1Cl)C(=O)C1CC(=O)N(c2ccc3c(c2)OCCO3)C1 (stereo not drawn),6.1,x,0.4,0.1,-4.2%,3.0%,x,4.0%,x,-12.9%
Nc1nonc1C(=O)N/N=C/c1ccc(-c2ccc(Cl)c(C(=O)O)c2)o1,36.5,-10.8%,-3.2,1.4,-0.9%,u,-2.1,2.3%,2.9%,u
O=C(c1ccco1)N(CCC(c1ccccc1)c1ccco1)Cc1ccc(F)cc1 (stereo not drawn),21.2,18.1%,4.5,9.1,0.9%,4.0%,1.0,-1.4%,-3.7%,u
C=C(c1ccccc1C)[n+]1ccccc1,18.5,-4.1%,9.2,0.7,-5.7%,-1.7%,0.6,8.1%,1.8%,7.6%
Cc1ccc(Cn2ccc(NC(=O)CCSc3nc(-c4ccco4)cc(C(F)(F)F)n3)n2)cc1,-14.4,11.1%,-7.3,10.7,3.0%,-6.4%,-0.8,1.6%,-0.5%,u
